Screening data from PubChem.
All columns: NCI-60 one-dose screen, growth in % after 48 h at 10 µM unless noted; 100 = growth as untreated, 0 = no growth, -100 = all killed.
NCI-H23: NCI-H23 lung cancer; actives 4% (n = 80,000)
NCI-H322M: NCI-H322M lung cancer. actives 2.7% (n = 80,000)
A498: A498 renal cancer cells | AID 1794774 | actives 5.4% (n = 76,000)
NCI-H226: NCI-H226 lung cancer; actives 3.5% (n = 79,000)
COLO 205: COLO 205 colon cancer | actives 7.3% (n = 79,000)
RXF 393: RXF 393 renal cancer cells; AID 1794773; actives 6.9% (n = 77,000)
NCI-H522: NCI-H522 lung cancer | AID 1794739 | actives 8% (n = 78,000)
NCI-H460: NCI-H460 lung cancer. actives 6.8% (n = 82,000). AID 1794736
HT29: HT29 colon cancer; AID 1794748; actives 7.4% (n = 81,000)
* = called active by the depositor; . = no result given; & = joins results of further samples. Rule for the calls: active = growth percent below 10; inactive = the rest.

SMILES	NCI-H23	NCI-H322M	A498	NCI-H226	COLO 205	RXF 393	NCI-H522	NCI-H460	HT29
C[C@]12CC[C@@H]3c4ccc(O)c([N+](=O)[O-])c4CC[C@H]3[C@@H]1CC[C@@H]2NS(=O)(=O)c1cccc(Br)c1	28.0	53.8	54.2	62.4	101.5	10.4	-50.4*	20.0	68.1
COC(=O)C1=C(C)NC(C)=C(C(=O)OC)C1c1c(Cl)nc2sccn12	97.8	99.0	101.7	103.3	116.5	96.9	86.4	121.9	118.7
c1ccc2c(Cc3csc4ccccc34)csc2c1	84.7	87.2	107.1	95.1	83.3	83.6	65.3	103.9	76.2
O=C(O)c1ccc(-n2cc(/C=N/Nc3ccc(Br)cc3)c(-c3cccc(C(F)(F)F)c3)n2)cc1	46.3	71.8	81.7	91.3	88.7	92.6	42.9	55.7	85.2
CCCCCCC(CC)(C(=O)O)C(=O)O	95.4	94.0	78.0	90.3	.	110.4	88.5	110.5	98.6
C=C(C)C1CCC(C(=O)O)CC1 (stereo unspecified)	100.8	111.9	114.3	98.1	123.5	108.2	89.1	119.8	103.0
CNC(=O)c1cc(-c2ccc(NC(=S)Nc3cc(C(F)(F)F)cc(C(F)(F)F)c3)cc2)nc2cccnc12	93.7	110.6	47.2	87.8	109.7	41.1	.	92.1	108.5
CC(C)CC(CC1=CCC2CC1C2(C)C)C1=C(O)C(C)(C)C(=O)C(C)(C)C1=O (stereo unspecified)	5.3*	10.0*	-17.9*	13.7	-65.7*	7.5*	3.5*	4.6*	1.6*
CCCCC[n+]1ccc(SCC(=O)N(Cc2ccccc2)c2ccc(OC)cc2)c2ccccc21	76.0	110.0	123.2	.	53.1	121.3	57.6	113.8	89.6
Fc1ccc2[nH]cc(-c3nn4cc(-c5cccnc5)nc4s3)c2c1	91.1	95.9	94.8	86.4	84.1	99.4	89.3	96.0	82.5
O=C(NC(CSC(=O)c1ccccc1)C(=O)O)OCc1ccccc1 (stereo unspecified)	90.1	98.1	102.5	108.4	100.4	107.6	90.7	114.9	98.4
O=C(O)CNc1ccc(Cl)c(Cl)c1	95.8	89.3	94.2	78.6	112.2	112.0	84.2	96.3	88.8
CCCCn1c(N)c(N(CC)C(=O)COc2ccc(Cl)cc2Cl)c(=O)[nH]c1=O	95.5	85.9	107.2	94.3	105.6	.	81.3	104.6	106.5
CCCCN(C(=O)c1cnc(Cl)c(Cl)c1)c1c(N)n(CCC)c(=O)[nH]c1=O	95.5	113.6	112.3	90.4	111.2	94.8	88.7	117.4	109.4
COc1c(C)cnc(CSc2nc(-c3ccc(C)cc3)cn2-c2ccc(Cl)cc2)c1C	97.0	80.9	93.9	101.9	96.0	108.1	55.9	100.6	73.8
COc1ccc(NC(=O)CCn2c(Br)nc3c2c(=O)n(C)c(=O)n3C)cc1	96.3	108.5	95.9	103.8	120.4	122.3	81.6	108.3	101.0
O=c1nc(Nc2nc3ccccc3s2)[nH]c(=O)c2ccccc12	99.1	104.8	77.4	92.8	111.8	98.1	96.8	102.8	108.0
CCN(CC)S(=O)(=O)c1ccccc1	98.7	107.3	.	103.5	118.8	105.6	99.2	105.4	94.3
CC(C)(COCOCC(C)(C)[N+](=O)[O-])[N+](=O)[O-]	106.9	107.8	78.6	107.3	122.7	109.2	113.6	103.0	116.4
O=S(=O)(c1ccc(OCCO)cc1)c1ccc(OCCO)cc1	105.6	91.8	107.2	105.9	131.5	119.1	82.7	104.0	97.6
Nc1nc(-c2ccccc2)c(CC(=O)O)c(-c2nc(N)nc(-c3ccccc3)c2CC(=O)O)n1	106.0	103.5	109.4	102.5	120.3	112.4	114.6	107.6	120.4
Cc1cccc(-n2cc(-c3ccc(Br)cc3)sc2=Nc2ccc(Nc3ncnc4sc5c(c34)CCCC5)cc2)c1	95.2	98.2	92.0	98.6	99.9	116.2	92.5	104.4	91.3
O=c1oc2c(Cl)cccc2cc1-c1cc2ccccc2[nH]1	98.1	94.3	118.3	96.3	103.8	117.6	91.7	99.4	102.1
CC(=O)C1=C(O)c2ccccc2C(=O)C1=O	.	.	92.0	97.5	100.1	94.3	88.1	103.6	96.4
CCOc1cc(/C=C2\SC(=S)NC2=O)ccc1O	75.1	67.6	89.0	96.8	105.7	96.1	58.9	88.0	96.2

3 structures out of the list, arranged by molar mass, low to high.
SMILES	NCI-H23	NCI-H322M	A498	NCI-H226	COLO 205	RXF 393	NCI-H522	NCI-H460	HT29
Fc1ccc2[nH]cc(-c3nn4cc(-c5cccnc5)nc4s3)c2c1	91.1	95.9	94.8	86.4	84.1	99.4	89.3	96.0	82.5
COC(=O)C1=C(C)NC(C)=C(C(=O)OC)C1c1c(Cl)nc2sccn12	97.8	99.0	101.7	103.3	116.5	96.9	86.4	121.9	118.7
CC(C)CC(CC1=CCC2CC1C2(C)C)C1=C(O)C(C)(C)C(=O)C(C)(C)C1=O (stereo unspecified)	5.3*	10.0*	-17.9*	13.7	-65.7*	7.5*	3.5*	4.6*	1.6*

Next section.
SMILES	NCI-H23	NCI-H322M	A498	NCI-H226	COLO 205	RXF 393	NCI-H522	NCI-H460	HT29
O=CCCc1ccccc1	100.2	105.0	90.1	93.2	103.5	100.2	95.1	102.7	104.1
CC(=O)C1=C(O)/C(=C\C=C\c2ccccc2)OC1=O	98.4	107.8	88.2	94.3	107.0	97.2	102.0	101.8	107.4
CC(=O)/C(=C/n1c(=S)[nH]c2ccc([N+](=O)[O-])cc21)C(=O)Nc1ccc([N+](=O)[O-])cc1	84.5	92.2	87.8	98.3	105.8	97.6	88.2	101.1	103.5
CCCc1nc2ccccc2[nH]1	101.5	106.8	91.5	102.2	122.0	111.8	101.7	108.4	105.2
c1ccc2cc(C[n+]3ccn(CCCCCn4cc[n+](Cc5ccc6ccccc6c5)c4)c3)ccc2c1	45.3	86.2	34.5	72.6	47.4	90.4	35.7	30.5	29.3
NS(=O)(=O)c1ccc([N+](=O)[O-])cc1	104.7	110.9	92.4	111.5	115.8	111.1	87.4	107.0	97.2
C/C(=N\N=C\c1cccc([N+](=O)[O-])c1)c1nnn(-c2ccc(Cl)cc2)c1C	101.8	100.8	96.9	98.4	112.2	103.6	97.4	105.0	111.5
Oc1ccc(Nc2ncnc3c2cnn3-c2cccc(Br)c2)cc1	102.4	102.6	94.5	89.6	112.4	100.5	86.9	96.8	98.2
N#C/C(=C\c1cccs1)C(=O)Nc1ncc(Cc2ccc(Cl)cc2)s1	96.3	87.9	95.1	92.3	112.7	117.5	76.8	99.5	113.5
CCOC(=O)Cn1c2c(sc1=O)C(c1cccs1)C1C3CCC(C3)C1S2 (stereo unspecified)	94.7	77.3	.	87.0	104.1	95.8	98.9	99.9	104.2
Cn1c(=O)c2[nH]c(SCCN)nc2n(C)c1=S	93.7	117.7	.	120.8	93.5	106.9	93.0	109.2	93.8
COC(=O)c1c(C)nc(C)c2c1C(=O)C(Br)=C(NCCCCO)C2=O	51.1	75.5	114.7	96.7	17.0	77.7	71.1	40.0	19.5
CC(=O)OCCCC(CCC(C)OC(C)=O)OC(C)=O (stereo unspecified)	101.2	99.3	101.7	97.0	107.0	106.0	.	105.9	105.4
O=C1CC2(C(=O)N1)c1ccccc1-c1ccccc12	96.2	79.5	83.1	98.9	106.6	80.3	93.2	102.8	95.2
O=C1/C(=C/c2cc(Br)cc(Br)c2)Cc2cc3c(cc21)OCO3	88.6	88.5	116.9	81.1	117.9	94.7	89.8	101.9	101.1
Cc1ccc(C)c(NC(=O)c2sc3c(=O)[nH]cnc3c2C)c1	93.4	103.4	70.3	106.3	83.3	90.1	64.9	81.9	34.9
CN(C=O)c1ccccc1	84.9	98.5	98.0	75.3	100.9	104.9	92.9	102.1	99.9
O=C1/C(=C/c2cn(-c3ccccc3)nc2-c2ccccc2)SC(=S)N1CCc1ccc(O)cc1	93.8	89.4	57.4	94.5	105.3	94.1	81.7	100.6	97.7
CSc1oc(C)nc1[P+](c1ccccc1)(c1ccccc1)c1ccccc1	30.0	99.0	64.5	67.6	7.5*	75.9	56.5	37.3	53.9
Cc1c(C(=O)Nc2nc3ccccc3s2)nnn1-c1ccccc1F	89.7	94.4	73.7	90.3	103.8	110.4	71.8	89.3	78.4
CCn1cc(C(=O)O)c(=O)c2cc(F)c(N3CCN(CC(=O)Nc4ccc(S(=O)(=O)Nc5ncccn5)cc4)C(C)C3)c(F)c21 (stereo unspecified)	107.6	104.5	113.4	101.8	120.8	107.0	104.7	106.2	112.8
Nc1ccc2c(S(=O)(=O)O)ccc(S(=O)(=O)O)c2c1	100.4	121.4	115.6	100.6	.	114.4	85.0	100.8	105.5
N#Cc1sc2nc(-c3cnccn3)cc(-c3cccs3)c2c1N	102.2	99.3	121.5	99.0	117.7	126.3	91.9	98.4	110.0
COc1cc2c(OC)c(-c3c(C)cc4c(-c5nc6ccccn6c5NC5CCCCC5)c(OC)c(OC)cc4c3OC)c(C)cc2c(-c2nc3ccccn3c2NC2CCCCC2)c1OC	82.3	90.2	46.0	85.3	101.1	83.9	87.8	85.7	83.0
CC(=O)c1ccc(N2C(=O)c3cc(Cl)c(Cl)cc3C2=O)cc1	105.7	97.3	95.3	102.5	113.6	108.3	96.0	111.9	108.6

One compound at a time, from the list above. Order of values: NCI-H23, NCI-H322M, A498, NCI-H226, COLO 205, RXF 393, NCI-H522, NCI-H460, HT29
`CSc1oc(C)nc1[P+](c1ccccc1)(c1ccccc1)c1ccccc1` is listed with 30.0, 99.0, 64.5, 67.6, 7.5*, 75.9, 56.5, 37.3, 53.9
`NS(=O)(=O)c1ccc([N+](=O)[O-])cc1` is listed with 104.7, 110.9, 92.4, 111.5, 115.8, 111.1, 87.4, 107.0, 97.2
`CC(=O)C1=C(O)/C(=C\C=C\c2ccccc2)OC1=O` is listed with 98.4, 107.8, 88.2, 94.3, 107.0, 97.2, 102.0, 101.8, 107.4

(next part)
SMILES	NCI-H23	NCI-H322M	A498	NCI-H226	COLO 205	RXF 393	NCI-H522	NCI-H460	HT29
C#C[C@]1(O)CC[C@H]2[C@@H]3CC=C4c5sc(Nc6cc(C)cc(C)n6)nc5CC[C@]4(C)[C@H]3CC[C@@]21C	.	14.7	-73.5*	13.8	-95.5*	-40.0*	-79.9*	-34.3*	-74.2*
ClCCCOC1CCCCO1 (stereo unspecified)	101.9	90.2	107.4	105.3	102.4	109.0	99.0	103.8	101.4
Cc1[nH]c2ccccc2c1/C=N/Nc1ncnc2sc3c(c12)CCN(CC(=O)O)C3	99.2	.	91.2	102.4	106.2	88.3	101.2	102.7	115.9
COc1ccc(Nc2nc3ccc(NC(=O)NC4CCCCC4)cc3[nH]c2=O)cc1	94.1	96.1	109.0	94.5	111.5	48.1	87.3	102.0	105.8
N=C(N)SCc1ccccc1	93.0&102.7&97.9	106.7&106.4&91.4	107.7&101.4&99.3	96.8&96.7&99.6	111.0&106.3&105.2	100.9&133.5	88.1&99.5&103.9	106.6&105.8&107.4	101.1&108.3&106.5
C#CCN=C(NN)NS(=O)(=O)c1c[nH]ccc1=S	113.2	102.1	98.2	104.9	126.4	87.0	92.1	125.9	106.5
Cc1cc(-c2ccccc2)n2nc3nc(C)nc-3nc2n1	106.8	104.0	111.8	118.7	114.9	.	97.9	115.9	111.3
NNC(=O)NC1CCCCC1	108.8	123.6	108.0	111.0	111.7	117.6	99.7	116.7	121.7
O=C(OCc1ncc(-c2ccc(C(F)(F)F)cc2)c(NC2CCCCCC2)n1)c1ccc(C(F)(F)F)cc1	62.2	101.5	99.8	60.6	62.7	90.2	57.7	77.9	48.8
COc1ccc(-c2nnc3c4cc[nH]c4ncn23)cc1OC	104.4	105.4	62.0	104.9	124.0	114.8	87.1	105.4	78.8
CCOC(=O)c1cc2c(=O)oc3ccccc3c2oc1=O	111.6	100.2	105.5	100.9	129.0	99.8	92.1	110.6	96.0
COc1cccc(C)c1OC	100.6	103.7	.	99.2	113.1	112.8	90.4	114.5	96.5
CCCC(=O)Oc1ccc(/C(=C(/CC)Cc2ccccc2)c2ccc(OCCN3CCCC3)cc2)cc1	81.7	79.2	71.9	96.0	-6.6*	68.2	78.4	20.8	16.5
C[C@H](CCC(=O)NCc1ccc(C(=O)NCc2ccc(C(=O)NO)cc2)cc1)[C@H]1CC[C@H]2[C@@H]3[C@@H](O)C[C@@H]4C[C@H](O)CC[C@]4(C)[C@H]3CC[C@]12C	110.4	95.4	99.7	95.7	114.6	.	68.4	102.4	102.5
NC[C@H]1O[C@H](O[C@H]2[C@H](O)[C@@H](O[C@H]3O[C@H](CO)[C@@H](O)[C@H](N)[C@H]3O)[C@H](N)C[C@@H]2N)[C@H](N)C[C@@H]1O	118.1	107.2	120.7	113.6	117.1	132.9	109.1	112.4	111.7
CC(=O)c1cccc(Nc2ccnc(SCC(=O)c3ccc(C(F)(F)F)cc3)n2)c1	79.0	.	92.3	75.9	101.9	89.2	72.7	93.3	93.8
COc1ccc(-c2ncnc3c2ncn3C/C=C/Cn2cnc3c(-c4ccc(OC)cc4)ncnc32)cc1	101.5	115.6	88.9	94.8	97.6	111.6	78.6	108.4	98.8

As entered above:
`COc1ccc(-c2ncnc3c2ncn3C/C=C/Cn2cnc3c(-c4ccc(OC)cc4)ncnc32)cc1` in NCI-H322M shows 115.6
`CCOC(=O)c1cc2c(=O)oc3ccccc3c2oc1=O` in NCI-H522 shows 92.1
